Bioassay records (PubChem)
CDK5 p35 inh: inhibitors of human CDK5/p35 kinase | Q00535+Q15078 | Recombinant CDK5/p35, ADP-Glo luminescence, 60 min | hit rate 0.01% among 330,000 | inhibition, % at 10 µM;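 active means highest replicate inhibition of at least 50% and at least 75% of replicates reaching 50%; inconclusive means only one of the two criteria met; inactive means both criteria failed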;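 further: plate controls were DMSO neutral control for no effect and GW8510 at 10 µM for full effect; many of its hits are not listed in these tables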
Target sequence (Q00535 whole entry, looked up): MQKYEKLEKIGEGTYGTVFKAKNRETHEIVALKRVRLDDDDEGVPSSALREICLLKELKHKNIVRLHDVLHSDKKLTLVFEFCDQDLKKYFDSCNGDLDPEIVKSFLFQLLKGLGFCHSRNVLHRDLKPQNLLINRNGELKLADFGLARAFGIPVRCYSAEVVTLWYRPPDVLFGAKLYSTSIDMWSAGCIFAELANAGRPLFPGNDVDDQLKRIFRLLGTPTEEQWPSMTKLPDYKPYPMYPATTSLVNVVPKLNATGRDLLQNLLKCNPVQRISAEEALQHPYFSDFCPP
Target sequence (Q15078 whole entry, looked up): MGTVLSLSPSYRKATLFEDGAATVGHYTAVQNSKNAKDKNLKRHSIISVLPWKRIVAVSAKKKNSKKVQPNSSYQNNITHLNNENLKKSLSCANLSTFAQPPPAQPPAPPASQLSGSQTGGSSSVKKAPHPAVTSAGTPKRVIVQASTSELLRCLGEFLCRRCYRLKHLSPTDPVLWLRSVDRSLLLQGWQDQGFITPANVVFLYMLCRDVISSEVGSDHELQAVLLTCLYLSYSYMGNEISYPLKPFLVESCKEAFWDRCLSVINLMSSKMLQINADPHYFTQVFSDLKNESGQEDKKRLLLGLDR
CAL PDZ FP-1: inhibitors of human CAL PDZ peptide binding. AID 504414. inhibition, % at 20 µM. purified CAL PDZ, TMR-peptide fluorescence polarization, 1 h. hit rate 0.02% among 330,000. Q9HD26;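 active means highest replicate inhibition of at least 40%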;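 further: plate controls were DMSO neutral control wells for no effect and unlabeled competitor peptide control wells for full effect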
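material = purified tagged CAL PDZ domain construct (CerCALP) | compound dosing = 20 µM, one dose | times = 1 h at RT | measured by = fluorescence polarization from S- and P-plane intensities, G-factor corrected | read-out = inhibition from polarization loss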
RTF Ca sens act: increases calcium sensitivity of human cardiac regulated thin filaments; P19429+P45379; activation, % at 7.2 µM; IANBD-labeled TnC RTF fluorescence at EC20 calcium; 0% EC20 calcium, 100% full calcium; hit rate 0.24% among 340,000;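 active means activation above the mean over all tested compounds plus 3 SD, cut at about 30% in these data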;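 further: rise in fluorescence read as greater calcium sensitivity of cardiac thin filaments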
Rtt109 Vps75: blocks Candida albicans Rtt109/Vps75 acetyltransferase activity; Q5AAJ8; purified Rtt109/Vps75, ThioGlo CoA-SH fluorescence, 4 h; inhibition, % at 34.9 µM; hit rate 0.16% among 330,000;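 active means inhibition of at least 50% in every replicate; inconclusive means best replicate reaches 50% inhibition but some replicates fall short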
Target sequence (Q5AAJ8 whole entry, looked up): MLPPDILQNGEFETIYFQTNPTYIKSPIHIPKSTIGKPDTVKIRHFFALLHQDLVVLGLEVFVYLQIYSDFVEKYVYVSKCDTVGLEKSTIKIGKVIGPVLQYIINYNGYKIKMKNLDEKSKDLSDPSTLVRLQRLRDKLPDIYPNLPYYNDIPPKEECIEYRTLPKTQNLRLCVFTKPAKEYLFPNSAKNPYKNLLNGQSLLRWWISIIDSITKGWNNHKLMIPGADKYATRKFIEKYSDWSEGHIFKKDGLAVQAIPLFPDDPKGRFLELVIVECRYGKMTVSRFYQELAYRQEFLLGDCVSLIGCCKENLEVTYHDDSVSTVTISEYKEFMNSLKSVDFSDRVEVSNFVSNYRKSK
Wnt bcat act: activates Wnt/beta-catenin signaling in a reporter cell assay; activator, plate reader; activation, % at 9.35 µM; hit rate 1.2% among 300,000; AID 743398; in the data active means activation above about 30%, passing the limit was not always enough; inconclusive means no clear call, values can overlap the other calls;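 further: 0% = neutral control wells and 100% = positive control wells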
MITF act: MITF TRPM1 promoter activation in melanoma cells; SK-MEL-5 TRPM1-promoter luciferase, 24 h; % of positive control, neutral wells = 0; activation, % at 12.5 µM; hit rate 0.75% among 300,000; AID 588334;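 active means mean activation of at least 80% with every replicate also reaching 80%; inconclusive means mean reaches 80% but some replicate falls short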;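 further: 0% = neutral control wells and 100% = parthenolide positive control wells; values of inactives mirror those of a sister screen read the other way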
Tat export inh: inhibitors of E. coli Tat protein transport; inhibition, % at 10 µM; hit rate 0.036% among 340,000; E. coli MC4100 TorA-mCherry Tat export, fluorescence;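 active means mean replicate inhibition at least 50% and at least half of replicates individually reaching 50%; inconclusive means only one of the two criteria met; inactive means neither criterion met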;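 further: exported cargo escapes ClpAP degradation while cytoplasmic cargo is degraded and loses fluorescence; 0% = median of neutral control wells and 100% = median of NaSCN control wells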
CAL PDZ FP-2: inhibitors of human CAL PDZ peptide binding; AID 602252; Q9HD26; hit rate 0.92% among 300,000; inhibition, % at 24.9 µM; purified CAL PDZ, TMR-peptide fluorescence polarization, 1 h;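 active means mean inhibition of at least 30% with at least half of replicates also reaching 30%; inconclusive means no clear call, values can overlap the other calls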;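 further: 0% = DMSO neutral control and 100% = excess unlabeled competitor peptide PRC23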
V-ATPase pHluor: alters yeast V-ATPase proton transport; S. cerevisiae, pHLuorin cytosolic pH fluorescence; AID 504577; response, % at 10 µM; hit rate 0.37% among 350,000; in the data active means response mostly above about 7.3%, no sharp cut-off; inactive means mostly below about 5.4%; further: actives read high; inactives centre near 0; some compounds called inactive have numbers as strong as hits; reference of the scale not given here
dFosB act: enhances mouse delta FosB homodimer DNA binding; P13346; purified delta FosB, TAMRA-CDK5 oligo fluorescence polarization; percent of positive-control signal above neutral wells; activation, % at 25 µM; hit rate 0.99% among 340,000; AID 493131;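 active means mean activation above about 17%, with every replicate also reaching it, limit read from the data, passing the limit was not always enough; inconclusive means only one of the two conditions met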;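 further: fluorescence polarization rise as delta FosB binds a TAMRA Cdk5 AP-1 oligo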
Active calls of the source: *; ? = inconclusive; . = no result given. No enrichment for hits; overall some 4.1% were active at least once.

SMILES	CDK5 p35 inh	CAL PDZ FP-1	RTF Ca sens act	Rtt109 Vps75	Wnt bcat act	MITF act	Tat export inh	CAL PDZ FP-2	V-ATPase pHluor	dFosB act
O=C(COc1cc2oc(=O)c3c(c2cc1Cl)CCC3)NCc1ccccn1	-0.2	0.1	-2	7	.	1	0	3	-1	1
CCOc1cc2ccccc2cc1C(=O)Nc1ccccn1	0.6	-1.1	0	-1	4	.	2	0	3	-1
CC(=O)c1cccc(NC(=O)CSCc2ccc(Br)cc2)c1	-1.1	-0.2	-4	0	-4	-2	-4	-2	-2	-7
CC(=O)COc1cc(C)cc2oc(=O)c(C)c(C)c12	-0.5	0.7	14	-6	.	3	16	-1	-2	-15
O=C(CNC(=O)c1ccco1)NCC(=O)OCc1cccc(Cl)c1	-2.4	-4.0	-6	12	.	.	-11	-2	-4	-12
CCN1CCC(NC(=O)Nc2cc(Cl)ccc2OC)CC1	0.4	-2.1	7	7	-5	3	-1	-3	6	-4
O=C(Nc1ccccn1)c1ccccc1	0.3	-0.3	1	-6	26	82*	3	-5	-1	8
CC(C)C(NC(=O)c1c(F)cccc1F)C(=O)N1CCN(c2ncccn2)CC1 (stereo unspecified)	-1.9	0.3	0	-4	2	-7	1	-8	-5	-3
Cc1ccc(NC(=O)CN(C)C(=O)c2cc(-c3ccccc3)nn2-c2ccccc2)cc1	-0.1	-0.8	-12	-8	-4	-5	10	7	-6	-10
Cc1cc(C)cc(NC(=O)Oc2ccccc2N2CCCCC2)c1	0.0	0.4	2	-5	1	-10	4	-7	-5	-4
N#CCCN(C(=O)COC(=O)c1ccc2c(c1)NC(=O)CS2)c1ccc2c(c1)OCCO2	0.7	-2.9	-7	10	-6	-14	2	-2	-5	-14
Cc1oc(-c2ccc(Cl)cc2)nc1CS(=O)CC(=O)NC1CC1 (stereo unspecified)	-0.9	0.1	-4	-27	-1	-2	1	6	-1	10
Cc1ccc(-c2ccnc3cc(C)nn23)cc1	-0.7	-1.8	-3	-3	1	-7	-2	-3	-2	-6
COc1ccc(NC(=O)N2CCCC(C(=O)Nc3cccc(C)c3C)C2)cc1 (stereo unspecified)	-0.4	-1.0	-1	-5	1	-11	-1	.	2	-3
COC(=O)c1ccc(C23CC4(C2)[C@H](CN(C)[C@@H]4c2ccccc2)C3c2ccc(Cl)nc2)cc1 (stereo partly specified)	-1.9	0.0	-3	-14	-3	-7	-5	-4	-1	?
CN(C(=O)c1ccc(NC(=O)Cc2ccc(NC(=O)C3CCCN(C(=O)C4CCCCC4)C3)cc2)cc1)C1CCCC1 (stereo unspecified)	-0.4	-0.7	-4	16	-1	-3	1	0	-4	-10
Cc1ccc(-c2nc(CN3CCCC(C(=O)N4CCOCC4)C3)c(C)o2)cc1 (stereo unspecified)	-0.3	-2.5	-4	10	1	-1	7	-4	-1	-10
CC1(C)CC(=O)C/C(=N/Nc2nc3ccccc3s2)C1	1.0	-1.1	-8	7	3	36	8	-5	1	-4
Cc1cccc(Nc2nnc(SCC(=O)NCc3cccs3)s2)c1	-0.3	-2.1	-4	5	6	10	-1	-1	-4	-3
O=C(CNC1CCCCCC1)Nc1ccc(S(=O)(=O)NC2CC2)cc1	-5.9	-3.3	7	4	.	-1	-6	-2	0	-14
CC1(C)OC(=O)N2CCc3ccccc3C21C (stereo unspecified)	0.2	.	9	-4	.	.	4	-4	0	-2
C[C@@H]1COC(=O)[C@@H](CC(=O)OC(C)(C)C)C/C=C\C[C@H](CC(=O)N(CCO)Cc2ccccc2)C(=O)N1	-0.9	-0.5	2	1	-2	5	-5	-3	1	-1
Cc1ccc(S(=O)(=O)N2CCN(C(=O)C3CC(=O)N(c4ccc5c(c4)OCCO5)C3)CC2)cc1 (stereo unspecified)	0.9	0.0	-1	14	0	2	-4	-3	-6	-4
CCOc1ccc(Oc2cc(NC(=O)c3ccco3)cc([N+](=O)[O-])c2)cc1	-0.7	-2.3	5	-3	.	2	6	20	-3	-5
CC(=O)c1cccc(CN2CCN(Cc3ccc(C)cc3)C(CCO)C2)c1 (stereo unspecified)	1.0	0.1	6	0	-1	5	-5	-4	-3	-8
Cc1cnc(NC(=O)c2ccc(F)c(S(=O)(=O)N3CCOCC3)c2)s1	-2.9	-2.6	0	-6	13	19	-4	-1	1	-18
CCN(CC)C(=O)C(=O)c1cccn1-c1cccc(Cl)c1C#N	-0.3	-0.8	-3	-2	-1	6	-3	0	2	-5
CCOC(=O)C1C(C(C)=O)=C(c2ccccc2)c2ccccc2N1S(=O)(=O)C(F)(F)F (stereo unspecified)	-4.3	-0.7	2	1	0	-2	2	-4	-1	-14
CC1CCc2c(sc3ncn(CC(=O)N=Nc4c(O)[nH]c5ccccc45)c(=O)c23)C1 (stereo unspecified)	-0.5	0.2	-3	7	-2	-15	-1	-1	3	14
CCN(CC)CCNC(=O)Cn1c(=O)c2cccn2c2ccc(F)cc21	-0.8	.	-3	-2	3	21	-4	-2	-1	-7
CC(C)C[C@H]1CNC(=S)N1CC1CCCN1C[C@H](CC(C)C)N1C[C@H](Cc2ccc(O)cc2)N(CC2CCCCCC2)C1=S (stereo partly specified)	0.7	2.2	-2	-4	-27	-8	-5	2	0	23*
O=C1CC(c2c[nH]c3ccccc23)C(=O)N1c1ccccc1 (stereo unspecified)	1.1	-0.3	-1	-1	3	0	5	-6	3	0
CCCN1C(=O)c2cc(C(=O)Nc3ccc(OC)cc3OC)ccc2C1Nc1ccc(OC)cc1OC (stereo unspecified)	-0.4	-1.8	-6	12	-9	22	-7	-7	-2	-2
Cc1ccn2cc(CCNC(=O)C3CCCCC3)nc2c1	0.1	0.2	4	-5	-5	.	0	-1	3	5
CCCCn1ccnc1C(=O)c1cc(S(=O)(=O)N2CCOCC2)ccc1C	1.0	-0.1	0	0	.	-28	-3	.	2	-6
O=C1[C@H](Cc2ccccc2)NCC=CC[C@H](c2ccc(Cl)cc2)N1Cc1ccccc1	0.5	-1.0	7	6	-2	15	3	-1	5	-3
CC(C)(C)c1ccc(C(=O)NNC(=O)Cc2ccccc2)cc1	0.1	-1.1	-1	-2	4	48	2	0	0	-3
O=C(Cc1cccc(NC(=O)C2CCN(C(=O)C3CCC3)CC2)c1)Nc1cccc(C(=O)N2CCCC2)c1	-1.1	-0.1	-7	7	-2	.	-3	-2	10	6
CCC12CN3CCN(CC(C3)/C1=N\NC(=O)Nc1ccccc1)C2	0.5	0.0	17	0	3	6	6	-5	1	-3
COc1ccc(NC(=O)c2ccc(C)cc2)cc1	1.3	-0.5	-3	-9	9	42	2	1	0	2
COc1ccc(OC)c(C(=O)N2CCC(n3nccc3NC(=O)CC(C)C)CC2)c1	.	-2.5	0	5	3	-8	0	0	2	5
COc1cc(/C=N/NC(=O)Cn2nc([N+](=O)[O-])cc2C)cc(Br)c1OCc1ccccc1	1.1	-0.8	-6	-4	.	9	2	-1	1	-14
Cc1cc(C)c(C#N)c(SCC(O)COc2ccc(Br)cc2)n1 (stereo unspecified)	0.8	-1.3	-3	5	-2	19	8	-6	2	-4
C[C@@H]1NC(=O)OC1c1ccco1 (stereo partly specified)	2.9	-0.6	-4	-3	-2	0	-9	-6	4	0
O=C(COc1ccccc1Cl)NC(=S)Nc1ccc(CN2CCOCC2)cc1	1.8	-1.7	-10	-3	-1	7	7	-1	1	-1
Cc1ccc(OCc2nc3ccccc3n2C)cc1	-5.1	-0.6	-4	1	27	.	-7	-4	-2	-4
CC1CCCC(NC(=O)COC(=O)c2ccc3c(c2)OCCO3)C1C (stereo unspecified)	-1.5	-0.3	-1	0	1	-2	3	.	-4	-1
Cn1c(=O)c2c(nc(Oc3ccccc3Cl)n2C)n(C)c1=O	2.6	-1.6	5	.	22	0	5	0	1	-3
NC(=O)c1c(NC(=O)CSc2nc(N)cc(=O)[nH]2)sc2c1CCCC2	0.7	-0.6	0	5	9	-2	-3	-4	-1	-12
C=CCC1(CC=C)CCCN1C(=O)C1CCC(=O)N(CCc2ccc(Cl)cc2)C1 (stereo unspecified)	.	-2.8	6	0	1	5	19	0	3	-10
Next part:
SMILES	CDK5 p35 inh	CAL PDZ FP-1	RTF Ca sens act	Rtt109 Vps75	Wnt bcat act	MITF act	Tat export inh	CAL PDZ FP-2	V-ATPase pHluor	dFosB act
CCN(C(=O)COn1nnc2ccc(S(=O)(=O)N(C)C)cc21)C1CCS(=O)(=O)C1 (stereo unspecified)	2.4	-1.0	-4	-1	0	.	-9	-3	2	-3
Cc1ccc(OCC(=O)NCCS(=O)(=O)N2CCN(c3ccccc3)CC2)cc1	-0.7	-1.8	1	2	-3	-3	-4	-1	-5	-6
COc1ccc(Cl)cc1Nc1nc(C)cc(=O)[nH]1	3.4	-1.9	-2	5	-1	-1	-1	3	6	-13
CCN(CC)C(=O)C1CCN(c2ncnc3c2cnn3-c2ccc(C)cc2C)CC1	-1.5	-3.7	4	3	-1	.	3	1	-2	-4
COc1ccccc1Cn1c(=S)[nH]c2cc(C(=O)NC(C)C)ccc2c1=O	0.6	-0.7	1	-5	-4	1	-12	-2	0	7
CCOC(=O)c1cn(-c2ccccc2)nc1-c1cccnc1	-7.3	-1.9	15	1	-1	.	14	1	8	-1
CCOC(=O)CSc1nc2cc(C(=O)NCc3ccco3)ccc2c(=O)n1C1CCCCC1	-0.7	-2.4	3	0	-1	-4	3	.	-3	-5
COc1ccc(Nc2ncccc2C(=O)O)cc1	-2.0	0.5	-2	-1	.	32	-10	0	-1	1
COc1ccc(C2C(C(=O)NCCN(C)C)c3cc(OC)c(OC)cc3C(=O)N2C)cc1OC (stereo unspecified)	0.8	-1.6	4	3	.	11	-5	-1	-7	0
Cc1ccc(NC(=O)COC(=O)c2ccccc2-c2nc3ccccc3s2)c(C)c1	-1.1	-3.0	2	1	-1	-5	7	0	1	-14
O=S(=O)(c1ccc(Cl)cc1)N1CCN(c2ccc(N3CCOCC3)nn2)CC1	-1.9	-1.9	5	-4	4	.	-2	-2	6	-1
CCOC(=O)N1CCN(C(=O)c2ccc3c(=O)n(-c4cc(OC)ccc4OC)c(=S)[nH]c3c2)CC1	1.5	0.2	3	0	1	-5	8	0	-1	-8
Cc1ccc(-n2c(C)cc(/C=N/NC(N)=S)c2C)cc1	-1.5	-1.2	12	-32	.	27	7	3	5	-6
Cc1cc(=O)[nH]c2c1c(C)nn2C(C)(C)C	-5.2	-0.6	-1	-2	1	.	-5	.	3	3
COC(=O)c1[nH]c2c(c1C)C(=O)CC(c1ccc(OC)c(OC)c1)C2 (stereo unspecified)	-1.2	-3.6	-2	1	-1	4	2	-3	0	7

Compounds from the list above containing a nitro group on carbon:
SMILES	CDK5 p35 inh	CAL PDZ FP-1	RTF Ca sens act	Rtt109 Vps75	Wnt bcat act	MITF act	Tat export inh	CAL PDZ FP-2	V-ATPase pHluor	dFosB act
CCOc1ccc(Oc2cc(NC(=O)c3ccco3)cc([N+](=O)[O-])c2)cc1	-0.7	-2.3	5	-3	.	2	6	20	-3	-5
COc1cc(/C=N/NC(=O)Cn2nc([N+](=O)[O-])cc2C)cc(Br)c1OCc1ccccc1	1.1	-0.8	-6	-4	.	9	2	-1	1	-14
